# Source: PubChem (several laboratories)
# MEX-5 binding – C. elegans MEX-5 TCR-2 RNA binding activity. Q9XUB2. activity score (negative = inhibition of binding), % at 10 µM. actives 0.38% (n = 300,000). MEX-5/FITC-TCR2 RNA binding, fluorescence polarization; active compounds read low;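 active means inhibition past about -25% in most replicates, and total fluorescence under double the plate's negative control median, limit read from the data; inconclusive means replicates evenly split on the limit, or fluorescence at least double controls; inactive means too little inhibition in most replicates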;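 further: 0% = DMSO and -100% = 5 µM competing unlabeled TCR2 RNA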
# BCLXL inh – blocks human Bcl-xL binding to Bim BH3 peptide | Q07817 | GST-Bcl-xL / FITC-Bim BH3 peptide fluorescence polarization | inhibition, % at 10.9 µM | actives 0.7% (n = 320,000);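 active means inhibition above the mean of all tested compounds plus 3 SD, cutoff set per campaign, cut at about 30% in these data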;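 further: 0% = DMSO wells and 100% = unlabeled Bim-BH3 peptide competitor; inhibitors lower millipolarization by displacing the labeled peptide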
# GRK2 inh – blocks RNA aptamer binding to human GRK2; actives 0.59% (n = 330,000); P25098; AID 488847; inhibition of aptamer binding, % at 10 µM; bead flow cytometry, FAM-aptamer displacement from GRK2;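 active means inhibition of aptamer binding above 40%, roughly 3 SD of noise, on plates passing a quality check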;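 further: median bead fluorescence of bound FAM aptamer so fluorescent compounds give negative values; no value below 0 was filed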
# GLD-1 TGE inh – GLD-1-TGE RNA interaction inhibition (C. elegans). Q17339. purified GLD-1 + fluorescein TGE RNA, fluorescence polarization. inhibition, % at 5.96 µM. actives 0.44% (n = 320,000). AID 2280;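 active means percent inhibition above a per-plate cutoff, the plate mean of test compounds plus 3 SD, cut at about 30% in these data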;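 further: 0% = DMSO wells with GLD-1 and probe and 100% = wells lacking GLD-1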
# VLA-4 inh – inhibition in a human VLA-4 binding assay | VLA-4 expressing cells, ligand binding flow cytometry | P13612 | actives 0.2% (n = 330,000) | inhibition, % (about 7 µM as worked out from the volumes in the protocol); in the data active means inhibition above about 50%
# Target sequence (P13612 whole entry, looked up): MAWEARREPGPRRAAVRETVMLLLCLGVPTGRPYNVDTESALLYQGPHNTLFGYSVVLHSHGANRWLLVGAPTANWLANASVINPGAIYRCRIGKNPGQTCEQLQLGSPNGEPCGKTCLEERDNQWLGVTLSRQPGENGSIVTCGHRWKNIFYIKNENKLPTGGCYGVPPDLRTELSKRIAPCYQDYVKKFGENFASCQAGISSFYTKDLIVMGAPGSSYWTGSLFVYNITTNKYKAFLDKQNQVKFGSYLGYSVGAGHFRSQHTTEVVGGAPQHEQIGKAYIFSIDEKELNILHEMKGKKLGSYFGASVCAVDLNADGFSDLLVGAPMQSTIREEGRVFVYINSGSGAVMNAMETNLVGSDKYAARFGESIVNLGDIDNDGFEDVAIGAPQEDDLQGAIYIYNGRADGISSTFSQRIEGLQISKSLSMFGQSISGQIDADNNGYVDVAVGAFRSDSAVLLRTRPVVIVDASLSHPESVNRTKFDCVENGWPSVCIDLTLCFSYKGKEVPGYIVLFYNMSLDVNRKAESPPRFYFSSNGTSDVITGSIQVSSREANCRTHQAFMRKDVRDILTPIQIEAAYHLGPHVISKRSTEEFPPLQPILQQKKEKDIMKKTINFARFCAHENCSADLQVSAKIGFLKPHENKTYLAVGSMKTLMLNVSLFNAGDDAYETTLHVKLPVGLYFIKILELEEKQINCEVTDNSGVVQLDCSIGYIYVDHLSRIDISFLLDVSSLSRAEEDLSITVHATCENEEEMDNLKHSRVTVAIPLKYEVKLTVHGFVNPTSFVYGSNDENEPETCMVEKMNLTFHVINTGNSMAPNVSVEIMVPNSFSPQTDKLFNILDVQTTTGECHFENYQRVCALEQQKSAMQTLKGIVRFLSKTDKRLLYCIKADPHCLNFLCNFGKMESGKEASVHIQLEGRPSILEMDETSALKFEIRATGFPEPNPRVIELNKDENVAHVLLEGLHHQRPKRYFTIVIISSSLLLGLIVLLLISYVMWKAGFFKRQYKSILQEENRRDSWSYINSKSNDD
# Fam108B inh – Fam108B inhibition, counter-screen for RBBP9 inhibitors; actives 0.33% (n = 300,000); inhibition, % at 9.51 µM; recombinant Fam108B, FP-Rh probe fluorescence polarization;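 active means inhibition above the screen mean inhibition plus 3 SD, computed separately per campaign, cut at about 18% in these data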;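 further: inhibitors lower polarization as less probe binds the enzyme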
# AGP1-GFP MLPCN – yeast TOR pathway AGP1-GFP modulation; GFP response vs DMSO, % at 10 µM; S. cerevisiae AGP1-GFP multiplex flow cytometry, 3 h; GFP as percent of DMSO wells; actives 0.02% (n = 320,000); AID 2066;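 active means GFP response relative to DMSO above a set limit, near screen average plus 3 SD, cut at about 150% in these data; inconclusive means fewer than 70 cells counted for the yeast strain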;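 further: median GFP channel fluorescence of the gated AGP1 strain per well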
# CIT2-GFP yeast – yeast TOR pathway CIT2-GFP modulation. GFP response vs DMSO, % at 10 µM. AID 2029. actives 0.065% (n = 320,000). S. cerevisiae CIT2-GFP strain, flow cytometry, 3 h; 100 means same as DMSO wells;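 active means GFP response relative to DMSO above a set limit, near the screen mean plus 3 SD, cut at about 150% in these data; inconclusive means Fewer than 70 cells measured for a yeast strain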;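 further: ratio of well median GFP fluorescence to mean of DMSO wells on the plate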
# MCL1-BIM inh – MCL1-BIM-BH3 interaction inhibition (human). Q07820. GST-MCL1 / FITC-Bim-BH3 fluorescence polarization. inhibition, % at 10.9 µM. actives 0.68% (n = 320,000). AID 2057;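 active means inhibition above the mean inhibition of all tested compounds plus 3 SD, set per campaign, cut at about 40% in these data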;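 further: 0% = DMSO wells and 100% = unlabeled Bim-BH3 peptide control; higher means more loss of mP so more displacement of Bim peptide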
# * hit, by the source's call; ? = inconclusive; · = no result given; [ ] = another dose, or the depositor's remark. This is a random part of the collection; any-hit rate near 2.2%.
1	CC(=O)C1C(c2ccc(F)cc2)c2c(noc2C)CC1(C)O (centres undefined)
2	CCN(CCO)C(=O)c1ccc2oc(Cc3ccc(Cl)cc3)nc2c1
3	O=C(O)CCCN1C(=O)/C(=C\c2ccccc2OCc2ccccc2)SC1=S
4	CCN(CC(=O)Nc1ccc(NC(C)=O)cc1)C(=O)c1ccc2ccccc2c1
5	O=C(Nc1ccc(N2CCN(C(=O)c3ccco3)CC2)c(Cl)c1)c1cc2ccccc2o1
6	O=C(CN1CCN(S(=O)(=O)c2cc(C(F)(F)F)ccc2Cl)CC1)N1CCc2ccccc2C1
7	NNC(=O)CNC(=O)C12CC3CC(CC(C3)C1)C2
8	C/C(=N/NC(=O)CSc1nc2ccccc2s1)c1ccncc1
9	O=C(Nc1ccc2c(c1)OCO2)c1ccccc1SCC(=O)N1CCCC1
10	Cc1cccc(N=Nc2c(O)[nH]c3ccc(F)cc23)c1
compound no.	1	2	3	4	5	6	7	8	9	10
MEX-5 binding	-4.5	1.3	-1.0	1.3	0.7	·	-0.2	0.3	0.1	-38*
BCLXL inh	1	5	6	-16	1	-1	-2	1	0	18
GRK2 inh	0	0	2	3	0	2	0	1	0	0
GLD-1 TGE inh	4	-1	0	-5	6	4	3	0	-8	68*
VLA-4 inh	14	3	-7	-1	-6	-4	0	0	7	-32
Fam108B inh	-4	1	0	-3	9	·	1	0	5	9
AGP1-GFP MLPCN	108	98	96	100	92	97	102	99	102	110
CIT2-GFP yeast	96	104	104	102	89	93	99	95	95	107
MCL1-BIM inh	4	0	10	-8	4	-5	0	2	3	3

11	Cc1nc2c(c(N3CCOCC3)n1)OCC(=O)N2
12	CN(C(=O)c1nn(C)c2c1CSc1ccccc1-2)c1ccc(F)cc1
13	O=C(N/N=C/c1cn(-c2ccccc2)nc1-c1cccnc1)c1ccccc1
14	Cc1cc(=O)oc(C)c1C(=O)N[C@@H](Cc1ccccc1)C(=O)O
15	O=C(C1CC(=O)N(c2ccc3c(c2)OCCO3)C1)N1CCN(c2ccccc2)CC1 (centres undefined)
16	CCOC(=O)C1=C(C)N(CCCC(=O)O)C(=O)NC1c1ccccc1OS(=O)(=O)c1ccc([N+](=O)[O-])cc1 (centres undefined)
17	CCN(CC)S(=O)(=O)c1cc(NC(=O)C2Cc3ccccc3C(=O)O2)ccc1C (centres undefined)
18	CCCSc1nnc(N)s1
19	NC(=O)CSc1nnc(Cc2ccc3c(c2)OCO3)n1C1CCCCC1
20	O=C(CCC1CCCC1)NCCCNC(=O)CCC1CCCC1
compound no.	11	12	13	14	15	16	17	18	19	20
MEX-5 binding	0.1	1.9	1.4	2.4	-0.2	-0.7	3.8	1.2	-0.5	3.2
BCLXL inh	5	6	4	9	5	1	8	6	-5	5
GRK2 inh	0	0	0	0	2	0	1	16	2	0
GLD-1 TGE inh	-4	-4	4	-4	-1	-1	4	7	-1	-3
VLA-4 inh	1	1	0	1	6	12	3	19	14	-8
Fam108B inh	10	4	-19	2	-2	2	0	-1	-2	-1
AGP1-GFP MLPCN	96	100	100	103	106	97	105	93	109	101
CIT2-GFP yeast	104	105	93	102	96	89	96	96	104	109
MCL1-BIM inh	9	0	3	4	5	-1	14	8	5	2

21	Cc1ccc(C)c(S(=O)(=O)N2CCN(C(=O)C3CCN(c4ncnc5sc(C)c(C)c45)CC3)CC2)c1
22	COc1cc(OC)c(C2N(c3ccc(Cl)c(Cl)c3)C(=O)C3CCCN32)cc1OC (centres undefined)
23	CC(Sc1nc2c(cc1C#N)CCCCC2)C(=O)O (centres undefined)
24	N#CCCN1CCN(Cn2c3ccccc3c3ccccc32)CC1
25	COc1ccc(Oc2ccc(N/C=C3\CCCC3=O)cc2)cc1
26	Cc1ccc(-n2nc3c(=O)n(CC(=O)NCCc4ccco4)nc(C)c3c2C)cc1
27	COCCNC(=O)NC(=O)COC(=O)Cc1ccc2c(c1)OCCO2
28	COc1c(O)cc2oc(-c3ccc(O)c(O)c3)cc(=O)c2c1O
29	CC(CNC(=O)c1cc(COc2c(F)cccc2F)on1)Oc1cccnc1 (centres undefined)
30	CCOC(=O)Cn1cc(C#N)c2ccccc21
compound no.	21	22	23	24	25	26	27	28	29	30
MEX-5 binding	1.6	1.0	0.1	2.4	0.9	-3.4	-0.7	-34*	4.6	-4.6
BCLXL inh	12	-4	0	0	-13	6	4	9	1	0
GRK2 inh	1	6	2	0	0	2	0	·	7	1
GLD-1 TGE inh	3	-4	3	3	2	4	1	1	8	2
VLA-4 inh	-6	11	4	4	7	-4	18	·	-2	4
Fam108B inh	-10	6	4	-1	1	4	6	-3	-3	-6
AGP1-GFP MLPCN	100	94	105	85	97	108	115	·	97	107
CIT2-GFP yeast	90	96	107	88	96	107	97	·	106	109
MCL1-BIM inh	1	-1	6	2	-20	2	8	15	2	3

# Taken from above.
# In BCLXL inh, CC(=O)C1C(c2ccc(F)cc2)c2c(noc2C)CC1(C)O (centres undefined) is entered as 1
# In AGP1-GFP MLPCN, Cc1cc(=O)oc(C)c1C(=O)N[C@@H](Cc1ccccc1)C(=O)O is entered as 103

# New compounds follow
31	COc1ccc(S(=O)(=O)N2CCOCC2)cc1N(C)S(=O)(=O)c1ccc(C)cc1
32	CC(=O)c1ccc(NC(=S)NCCCN2CCOCC2)cc1
33	Cc1noc(C)c1COc1cccc(C(=O)OC(C)C#N)c1 (centres undefined)
34	COc1ccc(CNC(=O)CN(Cc2ccco2)C(=O)CNS(=O)(=O)c2ccc(F)cc2)cc1
35	Cc1[nH]c2ccccc2c1C(=O)COC(=O)C1CC(=O)N(Cc2ccccc2)C1 (centres undefined)
36	Cc1cc(C(=O)OCC(=O)N2CC(=O)Nc3ccccc32)c(C)n1-c1ccccc1
37	Nc1nc(SCc2ccc(Br)cc2)n[nH]1
38	Cc1ccc(CSCCNC(=O)c2cccc([N+](=O)[O-])c2)cc1
39	CCn1cc(C(=O)OCC(=O)Nc2ccc(S(=O)(=O)N3CCCC3)cc2)c(=O)c2ccc(C)nc21
40	C=CCn1c(SCC(=O)Nc2nnc(CC)s2)nnc1-c1cccnc1
compound no.	31	32	33	34	35	36	37	38	39	40
MEX-5 binding	1.4	1.4	0.3	0.4	-2.9	-1.8	-1.1	0.1	-1.2	-0.8
BCLXL inh	1	10	-2	3	14	1	2	4	-2	1
GRK2 inh	2	0	4	0	2	5	2	0	6	2
GLD-1 TGE inh	0	3	-6	2	8	4	0	-3	2	2
VLA-4 inh	1	8	0	-6	0	-11	4	-13	4	5
Fam108B inh	5	4	1	0	4	-1	2	3	-5	3
AGP1-GFP MLPCN	101	94	35[may fluoresce violet]	101	101	100	91	104	105	103
CIT2-GFP yeast	97	93	?	103	102	88	98	96	106	98
MCL1-BIM inh	4	9	-6	6	18	-1	1	4	-5	-5

# In the list so far, 3 contain an NH in an aromatic ring.
10	Cc1cccc(N=Nc2c(O)[nH]c3ccc(F)cc23)c1
35	Cc1[nH]c2ccccc2c1C(=O)COC(=O)C1CC(=O)N(Cc2ccccc2)C1 (centres undefined)
37	Nc1nc(SCc2ccc(Br)cc2)n[nH]1
compound no.	10	35	37
MEX-5 binding	-38*	-2.9	-1.1
BCLXL inh	18	14	2
GRK2 inh	0	2	2
GLD-1 TGE inh	68*	8	0
VLA-4 inh	-32	0	4
Fam108B inh	9	4	2
AGP1-GFP MLPCN	110	101	91
CIT2-GFP yeast	107	102	98
MCL1-BIM inh	3	18	1

# (further entries)
41	CC(=O)c1ccc(OCC(O)CN2CCc3ccccc3C2)cc1 (centres undefined)
42	CCCN1CCC(=O)N([C@H](CSc2ccc(C)cc2)c2ccccc2)CC1
43	Cc1[nH]c(=O)c(C#N)c(C)c1Br
44	COc1ccc(N2CCN(C(=O)c3oc4ccccc4c3NC(=O)Cc3ccc(OC)c(OC)c3)CC2)cc1
45	COc1cccc2cc(C(=O)OC(C)C(=O)c3ccc(C)cc3)c(=O)oc12 (centres undefined)
46	CC1Sc2ccc(C(=O)Nc3ncccc3O)cc2NC1=O (centres undefined)
47	Cc1ccc(NC(=O)C(C)OC(=O)Cn2[nH]c(=O)c3ccccc3c2=O)cc1 (centres undefined)
48	CC(=O)NC[C@H]1CN(c2ccc(N3CCOCC3)c(F)c2)C(=O)O1
49	CN(C)CCCN(C(=O)c1ccc(S(=O)(=O)N2CCc3ccccc3C2)cc1)c1nc2c(F)cccc2s1
50	O=c1cc[nH]c2ccc([N+](=O)[O-])cc12
compound no.	41	42	43	44	45	46	47	48	49	50
MEX-5 binding	4.1	-0.7	2.9	2.3	0.4	-6.4	-3.0	2.6	-1.6	-0.2
BCLXL inh	0	8	5	3	-2	6	0	6	9	4
GRK2 inh	0	0	0	5	0	4	2	0	0	3
GLD-1 TGE inh	-4	4	14	7	2	7	4	8	1	2
VLA-4 inh	9	-3	21	0	8	-1	7	29	4	-3
Fam108B inh	2	1	8	-1	-1	4	0	-4	2	3
AGP1-GFP MLPCN	96	84	97	96	92	113	110	101	107	102
CIT2-GFP yeast	105	98	96	97	106	112	98	102	105	106
MCL1-BIM inh	1	12	-2	-3	-3	0	-7	5	10	3

# Shown as a hit in GLD-1 TGE inh, among the entries above:
no.	smiles	MEX-5 binding	BCLXL inh	GRK2 inh	GLD-1 TGE inh	VLA-4 inh	AGP1-GFP MLPCN	CIT2-GFP yeast	MCL1-BIM inh
10	Cc1cccc(N=Nc2c(O)[nH]c3ccc(F)cc23)c1	-38*	18	0	68*	-32	110	107	3

# Additional structures
51	O=C(Nc1nnc(CC(=O)N2CCOCC2)s1)c1cccs1
52	CCN(c1ccccc1)S(=O)(=O)c1cc2c(cc1C)N(C)CCO2
53	CCCCn1c(N)c(N(CCOC)C(=O)c2ccco2)c(=O)[nH]c1=O
54	O=C(CCNC(=O)c1ccc(Cl)cc1)Nc1ccc(S(=O)(=O)N2CCOCC2)cc1
55	CC(NC(=O)C1CCN(S(=O)(=O)N2CCC3(CC2)OCCO3)CC1)c1ccccc1 (centres undefined)
56	C[C@@H]1CN(Cc2cn(C)nc2-c2cccc(Cl)c2)C[C@H](C)O1
57	COc1cc(NC(=O)NS(=O)(=O)c2ccc(C)cc2)cc(OC)c1
58	CCOc1ccc(/C(O)=C/C(=O)C(=O)Nc2ccc(S(=O)(=O)NC(C)=O)cc2)cc1
59	CCCCn1c(N)c(N(CCOC)C(=O)c2sc3ccccc3c2Cl)c(=O)[nH]c1=O
60	COc1ccc(/C=N/Nc2nc(-c3cccnc3)nc3ccccc23)c(OC)c1
61	C=CCOc1ccc(Br)cc1CNCC
compound no.	51	52	53	54	55	56	57	58	59	60	61
MEX-5 binding	1.5	-0.1	0.8	·	-0.5	1.1	0.8	2.7	-1.8	-11	3.7
BCLXL inh	3	3	1	-2	-1	6	3	-1	9	3	6
GRK2 inh	4	4	2	0	6	5	0	0	1	0	2
GLD-1 TGE inh	-1	0	11	3	3	-7	-4	8	-3	-110	4
VLA-4 inh	1	13	4	7	-4	7	5	-1	11	5	-9
Fam108B inh	1	5	11	·	-4	-2	1	-1	-2	-2	2
AGP1-GFP MLPCN	100	110	108	92	102	101	109	93	112	102	102
CIT2-GFP yeast	102	101	102	92	104	99	·	87	100	91	107
MCL1-BIM inh	3	10	1	2	-4	2	1	7	-3	-4	1
